# PfG6PD inh: PfG6PD enzyme inhibitors, primary screen, biochemical, fluorescence intensity, uHTS. glucose-6-phosphate dehydrogenase-6-phosphogluconolactonase (Plasmodium falciparum 3D7). PfGluPho enzyme, NADPH resazurin-diaphorase fluorescence. inhibition, % at 20 µM. 0.78% of 350,000 active;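 active means inhibition reaching at least a set limit at 20 µM in the primary screen, cut at about 59% in these data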;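 further: 0% = DMSO wells with substrate and 100% = DMSO wells lacking glucose-6-phosphate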
# MPTP inh: mitochondrial permeability transition pore inhibitors, primary screen, biochemical, isolated mouse mitochondria, absorbance; Ca2+ swelling absorbance, 30 min; inhibition, % at 10 µM; 1.4% of 360,000 active; AID 602449, 2012;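 active means inhibition of 50% or more, scaled per plate between neutral and stimulator controls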;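 further: 0% = DMSO wells given calcium and 100% = 1 mM EGTA wells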
# GRIN3A LBD mod: binders of NR3A ligand-binding domain, primary screen, biophysical, differential scanning fluorimetry, uHTS; Glutamate receptor ionotropic, NMDA 3A (GRIN3A) ligand-binding domain; NR3A LBD differential scanning fluorimetry, Tm shift; 0% = protein alone, 100% = glycine-bound protein; Tm shift relative to glycine control, % at 25 µM; 2.5% of 340,000 active;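 active means melting temperature shift of at least 10% of the positive control shift, at one fixed dose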
# HKDC1 inhibitor: HKDC1 hexokinase inhibitors, primary screen, biochemical, fluorescence, uHTS; inhibition, % at 20 µM; recombinant HKDC1, G6PDH/diaphorase resazurin coupled fluorescence; 0.16% of 340,000 active; Q2TB90;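 active means inhibition above about 35% when tested at 20 µM, limit read from the data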;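 further: plate controls were DMSO wells with enzyme for no effect and DMSO wells lacking enzyme for full effect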
# Target sequence (Q2TB90 whole entry, looked up): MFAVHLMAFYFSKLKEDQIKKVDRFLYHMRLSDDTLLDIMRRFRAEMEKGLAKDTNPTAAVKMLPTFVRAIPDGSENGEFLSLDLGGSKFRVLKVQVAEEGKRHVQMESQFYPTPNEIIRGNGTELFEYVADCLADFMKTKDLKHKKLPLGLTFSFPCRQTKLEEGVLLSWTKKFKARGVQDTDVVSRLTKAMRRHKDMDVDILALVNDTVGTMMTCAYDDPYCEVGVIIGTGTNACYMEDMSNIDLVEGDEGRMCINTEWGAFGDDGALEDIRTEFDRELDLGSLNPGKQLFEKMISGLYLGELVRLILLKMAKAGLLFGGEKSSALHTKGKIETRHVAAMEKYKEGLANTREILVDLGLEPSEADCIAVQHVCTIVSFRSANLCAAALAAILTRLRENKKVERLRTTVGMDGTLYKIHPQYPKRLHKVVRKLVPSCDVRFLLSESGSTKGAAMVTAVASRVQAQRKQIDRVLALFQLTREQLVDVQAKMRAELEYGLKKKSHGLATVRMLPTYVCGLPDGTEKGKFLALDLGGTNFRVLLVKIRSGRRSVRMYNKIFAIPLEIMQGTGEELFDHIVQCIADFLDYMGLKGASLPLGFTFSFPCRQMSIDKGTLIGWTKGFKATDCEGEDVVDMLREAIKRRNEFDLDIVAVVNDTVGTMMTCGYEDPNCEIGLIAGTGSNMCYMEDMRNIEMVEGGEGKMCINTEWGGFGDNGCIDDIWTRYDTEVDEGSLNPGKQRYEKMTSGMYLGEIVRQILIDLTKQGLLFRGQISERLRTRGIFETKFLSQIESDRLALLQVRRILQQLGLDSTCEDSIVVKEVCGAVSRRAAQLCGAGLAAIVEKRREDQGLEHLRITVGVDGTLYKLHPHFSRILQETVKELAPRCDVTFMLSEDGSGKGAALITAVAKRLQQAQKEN
#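 Incubation: 90 min at room temperature in dark / Material: recombinant HKDC1 (HK5) hexokinase enzyme, produced in-house / Quantity: enzyme 5 µg/mL final / Compound: one dose of 20 µM, 1% DMSO / Reagent: glucose and ATP substrates / Buffer or medium: Tris pH 8.0 buffer with MgCl2, Tween-20, BSA, BME / Technique: resorufin fluorescence at 613 nm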
# SENP7 block: SENP7 protease inhibitors, primary screen, biochemical, luminescence, uHTS; recombinant SENP7, Z-RLRGG-aminoluciferin luminescence, 40 min; inhibition, % at 5 µM; 1.5% of 330,000 active;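 active means inhibition above about 50% at the single test dose, limit read from the data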;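 further: plate controls were DMSO with enzyme for no effect and no enzyme buffer wells for full effect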
# ATG4B inhibitor: ATG4B protease inhibitors, primary screen, biochemical, fluorescence, uHTS. AID 504462, 2011. ATG4B cleavage of LC3-PLA2, NBD-HPC fluorescence, 1 h. inhibition, % at 8.33 µM. 0.51% of 340,000 active; in the data active means inhibition above about 40%
# SENP6 block: SENP6 protease inhibitors, primary screen, biochemical, luminescence, uHTS; Sentrin-specific protease 6 (Homo sapiens), Q9GZR1; Recombinant SENP6 catalytic domain, aminoluciferin luminescence; inhibition, % at 10 µM; 1.8% of 330,000 active; AID 2599, 2010;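 active means inhibition above about 50% at the single tested dose, limit read from the data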;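 further: plate controls were DMSO wells with enzyme for no effect and DMSO wells lacking enzyme for full effect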
# SENP8 inh: human SENP8 protease inhibitors, primary screen, biochemical, fluorescence, Nedd8 protein substrate, uHTS | recombinant SENP8 | inhibition, % at 20 µM | 0.64% of 360,000 active | AID 602440, 2012; in the data active means inhibition mostly above about 40%, no sharp cut-off; inactive means mostly below about 27%
# An asterisk follows results filed as active; nt = not tested or not shown.
SMILES,PfG6PD inh,MPTP inh,GRIN3A LBD mod,HKDC1 inhibitor,SENP7 block,ATG4B inhibitor,SENP6 block,SENP8 inh
CCn1cc([N+](=O)[O-])c(C(=O)Nc2cc(C)on2)n1,-15,-0.5,-1,1,-11,7,-4,17
Cc1ccc(-n2c(SCC(=O)N3CCCc4ccccc43)nnc2-c2cccnc2)c(C)c1,15,1.5,-6,2,10,2,-2,21
Cc1ccc(S(=O)(=O)NN2C(=O)/C(=C/c3cccc(F)c3)SC2=S)cc1,-16,2.7,-4,31,-4,17,7,24
O=C(COc1ncnc2ccccc12)N1CCN(S(=O)(=O)c2ccccc2)CC1,-16,-0.2,0,1,-7,-16,-4,-3
O=C(Nc1ncc(S(=O)(=O)c2ccc([N+](=O)[O-])cc2)s1)c1cccnc1,-1,6.8,0,5,5,-1,-4,34
CCOC(=O)Cc1csc(SCC(=O)/C(C#N)=C(\C)N)n1,-8,-0.1,0,-3,6,0,3,17
Fc1ccc(Nc2ccc(-c3ccc(F)cc3)nn2)cc1,0,0.8,26*,16,-8,-1,-40,-10
COc1ccccc1N(CC(=O)N1CCCC1)S(=O)(=O)c1cc([N+](=O)[O-])ccc1Cl,-3,0.3,2,0,-16,0,-19,6
Nc1nc2nonc2nc1N,-3,1.7,2,-7,-2,-11,-12,17
Oc1ccc(Cl)cc1N=Cc1sc2ccccc2c1Cl,38,1.3,0,9,nt,-7,nt,0
Cc1ccc2c(cnn2C(=O)CCC(=O)NCc2cccc(Cl)c2)c1,20,-0.2,4,-3,2,-20,-4,14
COc1ccc(OC)c2sc(NC(=O)CCSc3ccccc3)nc12,9,1.0,6,-3,-2,-7,-20,-52
COc1ccc(N(CC(=O)O)S(=O)(=O)c2ccc(C)cc2)cc1Cl,-31,0.0,-2,-7,3,-2,4,5
c1ccc(-c2ccccc2OCCCN2CCCCCC2)cc1,10,23,-1,-15,-4,3,4,22
Cn1c(CC(=O)Nc2ccccc2)c(Sc2ccccc2)c2ccccc21,8,23,4,-5,-6,0,-4,7
CC(OC(=O)c1cccc(S(=O)(=O)Nc2cccc(C(F)(F)F)c2)c1)C(=O)Nc1ccc2c(c1)OCCO2 (configuration not stated),-15,67*,26*,4,9,15,15,-3
Cc1ccc([N+](=O)[O-])cc1N(CC(=O)NCC1CCCO1)S(C)(=O)=O (configuration not stated),-2,-0.2,2,-9,-3,3,13,-3
O=C(Cc1ccsc1)NCc1ccccc1F,13,-0.3,-1,-6,-4,3,1,4
COc1ccc(/C=N\NC(=O)C2COc3ccccc3O2)cc1O (configuration not stated),-10,1.7,-1,-8,5,0,-15,-56
COc1cccc(C(=O)NCCC2=CCCCC2)c1,16,0.6,0,-4,10,-6,10,16
CC1=NCCN1CCNC(=O)Nc1ccc(C(C)(C)C)cc1,6,1.0,4,-1,-7,-13,-29,12
Cc1nc2sc(C(c3cccc(F)c3)N3CCCC(C)C3)c(O)n2n1 (configuration not stated),-15,4.4,0,-6,-12,-5,-7,16
O=C(N/N=C1\NC(=O)C(CO)(CO)S1)c1ccccc1,8,3.3,4,-7,2,-6,15,12
CCn1c(-c2ccc(C(C)(C)C)cc2)n[nH]c1=S,29,69*,1,-3,-4,-7,4,-25
COc1ccc(N2C(=O)CC(c3ccc(OC(C)C)cc3)C2=O)cc1 (configuration not stated),-5,-0.7,-1,-5,2,-6,1,0
O=C1c2ccccc2C(=O)N1CCc1c(-c2[nH]c3ccccc3c2CCN2C(=O)c3ccccc3C2=O)[nH]c2ccccc12,15,10,1,-4,nt,-7,nt,-4
COc1ccccc1NC(=O)c1ccc(NC(=O)COC(=O)C2(C)CC2(Cl)Cl)cc1 (configuration not stated),12,2.6,25*,12,9,-5,10,11
CC(=O)Oc1ccc(-c2cccc(C(=O)NCCCO)c2)cc1,1,0.8,5,-7,8,-11,-6,14
CC(=O)Nc1ccc2nc(SCC(=O)O)sc2c1,-11,-0.5,5,3,15,-1,1,6
C/C(=N\N=c1/sc2ccccc2n1C)c1ccc(N2CCOCC2)cc1,5,-1.8,7,-11,-10,-6,-4,8
CC(C)c1ccc(OCc2ccc(C(=O)NN3CCN(C)CC3)o2)cc1,10,1.3,0,-15,11,-12,2,18
COc1cccc(NC(=O)CN(C)C(=O)c2ccc3c(c2)C(=O)N(CCC(C)C)C3=O)c1,-7,0.5,-6,0,-2,-11,10,10
Cc1ccccc1NC(=O)/C(C#N)=C\c1cn(CC(=O)O)c2ccccc12,-18,-2.1,0,0,3,13,-22,-84
C/C(NC(=O)c1cccs1)=C1\C(=O)C[C@@H]2[C@H]1C2(C)C,0,38,1,0,2,-2,6,-19
COc1cccc(/C=N/Nc2nc(-c3cccnc3)nc3ccccc23)c1,15,6.4,-9,-1,4,0,0,-403
CCn1cnc2c1c(=O)n(Cc1cccc(Br)c1)c(=O)n2Cc1ccccc1,-3,0.9,-13,3,-12,3,-34,-5
O=C(CSc1nnc(COc2ccccc2)n1-c1ccccc1)c1cccs1,9,12,-1,-3,-2,54*,8,35
N#C/C(=C\Nc1ccc(F)c(Cl)c1)C(=O)C1CC1,9,1.2,1,0,-7,-8,-10,12
NC(=O)C1CC(=O)N(c2ccc(OCc3ccccc3Cl)cc2)C1 (configuration not stated),-4,2.3,0,-10,10,-18,-9,17
O=C(c1cccc(Cl)c1)N1CCCC(c2ccc(Cl)cc2)=N1,9,3.7,-15,15,1,-3,1,10
CC(=O)N1c2ccc(S(=O)(=O)N3CCC(C(=O)N4CCCC(C)C4)CC3)cc2CC1C (configuration not stated),-1,1.1,0,-2,3,2,6,10
O=C(NNC(=O)C1CC1)c1ccc(F)cc1F,-4,-0.4,0,-8,1,2,-4,0
COc1ccc(C(CNC(=O)CCC(=O)c2ccc(C)s2)N2CCOCC2)cc1 (configuration not stated),-8,-0.5,-2,-3,-7,-1,2,0
COc1ccccc1CNC(=O)c1cc(C)nc2ccccc12,-15,-2.5,2,-5,-10,1,-23,-9
CCC(C)NS(=O)(=O)c1ccc(NC(=O)C2CCCO2)cc1 (configuration not stated),-11,2.3,-3,0,-3,1,-3,-2

# Arranged by heavy-atom count (ascending): some entries from above
SMILES,PfG6PD inh,MPTP inh,GRIN3A LBD mod,HKDC1 inhibitor,SENP7 block,ATG4B inhibitor,SENP6 block,SENP8 inh
O=C(NNC(=O)C1CC1)c1ccc(F)cc1F,-4,-0.4,0,-8,1,2,-4,0
CC(=O)Nc1ccc2nc(SCC(=O)O)sc2c1,-11,-0.5,5,3,15,-1,1,6
CCOC(=O)Cc1csc(SCC(=O)/C(C#N)=C(\C)N)n1,-8,-0.1,0,-3,6,0,3,17
CC1=NCCN1CCNC(=O)Nc1ccc(C(C)(C)C)cc1,6,1.0,4,-1,-7,-13,-29,12
COc1ccccc1CNC(=O)c1cc(C)nc2ccccc12,-15,-2.5,2,-5,-10,1,-23,-9
NC(=O)C1CC(=O)N(c2ccc(OCc3ccccc3Cl)cc2)C1 (configuration not stated),-4,2.3,0,-10,10,-18,-9,17
Cc1ccc([N+](=O)[O-])cc1N(CC(=O)NCC1CCCO1)S(C)(=O)=O (configuration not stated),-2,-0.2,2,-9,-3,3,13,-3
O=C(Nc1ncc(S(=O)(=O)c2ccc([N+](=O)[O-])cc2)s1)c1cccnc1,-1,6.8,0,5,5,-1,-4,34
Cn1c(CC(=O)Nc2ccccc2)c(Sc2ccccc2)c2ccccc21,8,23,4,-5,-6,0,-4,7
CCn1cnc2c1c(=O)n(Cc1cccc(Br)c1)c(=O)n2Cc1ccccc1,-3,0.9,-13,3,-12,3,-34,-5
COc1ccc(C(CNC(=O)CCC(=O)c2ccc(C)s2)N2CCOCC2)cc1 (configuration not stated),-8,-0.5,-2,-3,-7,-1,2,0
COc1cccc(NC(=O)CN(C)C(=O)c2ccc3c(c2)C(=O)N(CCC(C)C)C3=O)c1,-7,0.5,-6,0,-2,-11,10,10
CC(OC(=O)c1cccc(S(=O)(=O)Nc2cccc(C(F)(F)F)c2)c1)C(=O)Nc1ccc2c(c1)OCCO2 (configuration not stated),-15,67*,26*,4,9,15,15,-3
O=C1c2ccccc2C(=O)N1CCc1c(-c2[nH]c3ccccc3c2CCN2C(=O)c3ccccc3C2=O)[nH]c2ccccc12,15,10,1,-4,nt,-7,nt,-4

# Remaining list, next part.
SMILES,PfG6PD inh,MPTP inh,GRIN3A LBD mod,HKDC1 inhibitor,SENP7 block,ATG4B inhibitor,SENP6 block,SENP8 inh
CC(=O)Nc1cccc(C(=O)NC(C)c2ccc(S(N)(=O)=O)cc2)c1 (configuration not stated),-2,21,2,-4,2,-1,5,13
CC(C)C(=O)Nc1ccc(C(=O)NNC(=O)NC2CCCCC2)cc1,3,-0.3,-2,4,-6,-2,6,15
CCOC(=O)c1sc(NC(=O)c2ccoc2C)c(C(N)=O)c1C,7,0.6,-2,1,7,5,-11,-151
O=C(O)c1ccccc1-c1cn2cc(Cl)ccc2n1,8,1.8,-1,-10,-1,-6,0,-11
O=C(Nc1ccc(Cl)cc1Cl)c1ccc(Br)o1,17,-0.1,2,-5,46,2,69*,33
CS(=O)(=O)N(CC(=O)N1CCN(Cc2ccccc2)CC1)c1ccccc1F,-9,-0.2,0,-1,9,2,-14,21
COc1ccc(CCc2nnc(CCC(=O)NCc3cc(C(C)C)no3)o2)cc1,-1,0.1,-1,7,-1,7,-9,13
COc1ccccc1CNC(=O)C1CCCN(S(C)(=O)=O)C1 (configuration not stated),-16,-1.0,-1,-10,-3,4,-19,-3
Cc1ccc(NC(=O)CN(C)CC(=O)Nc2ccc(N3CCOCC3)cc2)c(C)c1,1,0.8,0,-5,9,3,-1,5
Cc1nc2cc(NC(=O)c3ccc(Br)s3)ccc2s1,67*,0.3,25*,-7,70*,-13,70*,13
CCN(CC(=O)Nc1ccc(NC(C)=O)cc1)C(=O)/C=C/c1ccccc1,14,-1.4,2,-9,2,-6,1,5
O=C(CCSCc1ccc(Cl)cc1)NCc1ccco1,-9,-1.1,2,-1,-6,-2,10,10
O=C(NNC(=S)Nc1ccccc1)NNC(=S)Nc1ccccc1,6,-1.8,2,-9,-4,-5,-16,4
CCCCCCn1c(CN2CCCC(C)C2)nc2c1c(=O)n(C)c(=O)n2C (configuration not stated),15,0.5,2,3,-11,10,-16,0
Cc1cc(C(=O)Nc2ccccc2C(=O)O)ccc1NC(=O)COc1cccc([N+](=O)[O-])c1,2,-1.0,-3,-2,2,3,10,1
CCOC(=O)c1c(C)[nH]c(C(=O)COC(=O)c2ccccc2NC(=O)c2ccco2)c1C,-2,4.8,-4,2,5,-6,8,-17
Cc1cc(C)n2nc(SCC(=O)c3c(N)n(CC(C)C)c(=O)n(C)c3=O)nc2n1,8,25,0,6,4,-8,-16,25
O=C(CN1C(=O)c2ccccc2C1=O)Nc1sc2c(c1C(=O)NCC1CCCO1)CCC2 (configuration not stated),3,-2.0,-3,-7,0,-1,-11,4
